TEAD-YAP block – TEAD-YAP interaction inhibition; inhibition, % at 9.12 µM; HEK-TIYL cells, TEAD-Gal4/YAP UAS-luciferase luminescence; actives 1.4% (n = 640,000); in the data active = inhibition above about 32%;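 note: 0% = median of test compound wells and 100% = reference inhibitor wells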
FBW7 activator – human FBW7 E3 ligase activation, primary screen; actives 0.13% (n = 650,000); normalized activity (activation), % at 26.1 µM; Q969H0; AlphaScreen FBW7–phospho-cyclin E peptide binding, activator screen; AID 1259310; in the data active = normalized activity above about 1.9%;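 note: purified mutant Fbw7 with reduced substrate affinity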
Target sequence (Q969H0 whole entry, looked up): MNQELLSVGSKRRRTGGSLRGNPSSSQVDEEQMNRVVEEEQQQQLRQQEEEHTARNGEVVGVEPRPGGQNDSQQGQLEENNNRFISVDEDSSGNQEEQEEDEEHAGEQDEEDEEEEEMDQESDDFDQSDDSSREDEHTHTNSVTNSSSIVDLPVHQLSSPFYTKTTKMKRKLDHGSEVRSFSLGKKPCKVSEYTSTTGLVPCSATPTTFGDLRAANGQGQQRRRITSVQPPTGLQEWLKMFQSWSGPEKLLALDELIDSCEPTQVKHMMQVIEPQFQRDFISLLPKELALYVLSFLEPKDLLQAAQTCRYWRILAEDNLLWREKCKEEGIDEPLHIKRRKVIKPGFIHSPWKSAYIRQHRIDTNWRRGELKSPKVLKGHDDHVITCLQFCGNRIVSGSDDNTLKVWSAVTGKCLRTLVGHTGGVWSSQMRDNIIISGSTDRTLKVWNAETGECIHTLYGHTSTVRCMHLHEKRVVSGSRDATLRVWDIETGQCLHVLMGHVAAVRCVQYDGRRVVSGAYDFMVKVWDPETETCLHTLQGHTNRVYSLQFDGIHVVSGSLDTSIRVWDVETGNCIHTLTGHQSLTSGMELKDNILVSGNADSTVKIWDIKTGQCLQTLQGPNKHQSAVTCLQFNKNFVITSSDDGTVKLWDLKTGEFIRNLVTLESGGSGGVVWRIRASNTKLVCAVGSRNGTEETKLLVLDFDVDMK
MITF primary – human MITF inhibition, primary screen; AID 1259374; actives 0.91% (n = 650,000); inhibition, % at 2.6 µM; AlphaScreen MITF homodimerization, bead proximity signal; O75030; in the data active = inhibition above about 50%;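 note: 0% = vehicle wells with protein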
GPR151 ag – activates the human receptor GPR151 | Q8TDV0 | PathHunter beta-arrestin GPR151 cells, luminescence | activation, % at 11.2 µM | actives 1% (n = 650,000); in the data active = activation above about 4.9%;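 note: 0% = median of compound wells and 100% = cells with positive control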
* hit, by the source's call.

How did O=C(CN(CCc1ccccc1)S(=O)(=O)c1ccccc1)NCC1CCCO1 (centres undefined) do in these assays?
TEAD-YAP block: 4; FBW7 activator: -0.1; MITF primary: 8; GPR151 ag: -0.4

Results for CC(=O)Nc1ccc(N2C(=O)CSC2c2ccccc2)cc1 (centres undefined) ?
TEAD-YAP block: 4; FBW7 activator: 0.0; MITF primary: 5; GPR151 ag: 1.4

What do the screens show for `COc1ccc(/C(O)=C2\C(=O)C(=O)N(c3cccc(C(=O)O)c3)C2c2ccccc2)cc1` (centres undefined)?
TEAD-YAP block: -2; FBW7 activator: 0.2; MITF primary: 8; GPR151 ag: 0.0

How did CC1CCCCN1C(=O)CSc1nnc(C2CC2)n1-c1ccccc1 (centres undefined) do in these assays?
TEAD-YAP block: -8; FBW7 activator: 0.4; MITF primary: 19; GPR151 ag: -0.8

What do the screens show for `COc1ccc(C(=O)n2cc(C(C)=O)c3ccccc32)cc1`?
TEAD-YAP block: 8; FBW7 activator: 0.0; MITF primary: -14; GPR151 ag: 0.7

Results for Nc1ncc(-c2ccc(F)cc2)nc1-c1ccc(C(=O)O)cc1 ?
TEAD-YAP block: -3; FBW7 activator: 0.1; MITF primary: 15; GPR151 ag: 0.5

How did Cc1cc(N2CCN(c3cccc(C(F)(F)F)c3)CC2)n2nc(C)nc2n1 do in these assays?
TEAD-YAP block: -15; FBW7 activator: 0.4; MITF primary: 22; GPR151 ag: -1.8

Results for O=C(O)CN1C(=O)SC(Nc2ccccc2)C1=O (centres undefined) ?
TEAD-YAP block: -7; FBW7 activator: -0.2; MITF primary: 0; GPR151 ag: -2.8

How did CC(=O)Nc1cccc(NC(=O)CSc2nc3sc4c(c3c(=O)[nH]2)CCC(C)C4)c1 (centres undefined) do in these assays?
TEAD-YAP block: 1; FBW7 activator: -0.1; MITF primary: 6; GPR151 ag: -1.0

Results for CNc1nnc(-c2cc3ccccc3oc2=O)s1 ?
TEAD-YAP block: -87; FBW7 activator: 0.5; MITF primary: 18; GPR151 ag: 1.0

Results for O=C1NC(c2ccc([N+](=O)[O-])cc2)c2c(-c3ccccc3)n[nH]c21 (centres undefined) ?
TEAD-YAP block: -2; FBW7 activator: -0.1; MITF primary: -6; GPR151 ag: -0.1

What do the screens show for `CCCC(=O)Nc1ccc(S(=O)(=O)N(Cc2ccsc2)C2CC2)cc1`?
TEAD-YAP block: -3; FBW7 activator: 0.1; MITF primary: -7; GPR151 ag: 0.7

How did O=C1CC(c2ccccc2)CC(=O)C1=Cc1c[nH]c2ccccc12 (centres undefined) do in these assays?
TEAD-YAP block: 8; FBW7 activator: 0.2; MITF primary: -17; GPR151 ag: 0.0

Results for O=C(Nc1cccc(F)c1)C1CC12CCN(Cc1ccc(Oc3ncccn3)cc1)CC2 (centres undefined) ?
TEAD-YAP block: 17; FBW7 activator: -0.1; MITF primary: 6; GPR151 ag: 1.4

What do the screens show for `Cc1cccc(-c2nccc(NCC3CCCO3)n2)c1` (centres undefined)?
TEAD-YAP block: -25; FBW7 activator: 0.1; MITF primary: -3; GPR151 ag: 0.0

How did Cc1cc(C)c(NC(=O)CSc2ncnc3ccccc23)c(C)c1 do in these assays?
TEAD-YAP block: -2; FBW7 activator: -0.1; MITF primary: -5; GPR151 ag: -0.7

Results for CCOC(=S)SCC(=O)N(c1ccccc1)c1nccs1 ?
TEAD-YAP block: -15; FBW7 activator: 0.1; MITF primary: 6; GPR151 ag: -0.6

Results for O=C(NCCN1CCOCC1)c1cccc(-n2cc(NC(=O)C3CCc4ccccc43)cn2)c1 (centres undefined) ?
TEAD-YAP block: -18; FBW7 activator: 0.4; MITF primary: 8; GPR151 ag: -1.5

How did CCOc1ccc(NC(=O)C2CC(=O)N(c3ccc(CC)cc3)C2)cc1 (centres undefined) do in these assays?
TEAD-YAP block: 6; FBW7 activator: -0.1; MITF primary: 7; GPR151 ag: 1.4

Results for CCOC(=O)c1c(NC(=O)CSc2nnc(CNC(=O)Cc3ccc(OC)cc3)n2-c2cccc(C)c2)sc2c1CCCC2 ?
TEAD-YAP block: 3; FBW7 activator: 0.0; MITF primary: 5; GPR151 ag: -1.5

Results for Cc1ccccc1NC(=O)Nc1nnc(N2CCCCC2)s1 ?
TEAD-YAP block: -29; FBW7 activator: 0.1; MITF primary: 1; GPR151 ag: 0.4

What do the screens show for `O=C(COC(=O)c1ccc2ccccc2n1)c1ccccc1`?
TEAD-YAP block: 1; FBW7 activator: -0.2; MITF primary: -1; GPR151 ag: 0.5

Results for CCOc1ccc(/C(O)=C2/C(=O)C(=O)N(Cc3cccnc3)C2c2ccc(N(C)C)cc2)cc1 (centres undefined) ?
TEAD-YAP block: 1; FBW7 activator: -0.1; MITF primary: -5; GPR151 ag: 1.7

How did COCC(=O)N1CCN(c2ccccn2)CC1 do in these assays?
TEAD-YAP block: 2; FBW7 activator: 0.0; MITF primary: 1; GPR151 ag: -0.4

What do the screens show for `O=C(COc1ccccc1F)c1ccc(O)cc1O`?
TEAD-YAP block: 1; FBW7 activator: 0.1; MITF primary: 0; GPR151 ag: 0.6

What do the screens show for `CC(NC(=O)CSc1nc(=O)cc(N)n1CCc1ccccc1)c1ccccc1` (centres undefined)?
TEAD-YAP block: 6; FBW7 activator: -0.1; MITF primary: -4; GPR151 ag: 1.4

How did COC(=O)c1ccc(C(=O)Nc2ccncc2NC(=O)c2ccc(C(=O)OC)cc2)cc1 do in these assays?
TEAD-YAP block: -8; FBW7 activator: 0.1; MITF primary: -12; GPR151 ag: -0.4

What do the screens show for `COc1ccccc1/C=C/CN1CCC2(CCC(CNC(=O)C3CCCO3)O2)CC1` (centres undefined)?
TEAD-YAP block: 9; FBW7 activator: 0.2; MITF primary: 14; GPR151 ag: -0.8

Results for CCCCC(=O)Nc1sc(C(=O)OC)c(C)c1C(=O)OCC ?
TEAD-YAP block: -4; FBW7 activator: -0.1; MITF primary: -17; GPR151 ag: -0.9

Results for COc1ccc(C=O)cc1OC(=O)c1ccc(Cl)cc1[N+](=O)[O-] ?
TEAD-YAP block: -5; FBW7 activator: 0.1; MITF primary: -15; GPR151 ag: -0.2

How did CC(=NC1CC(C)(C)NC(C)(C)C1)c1c(C)[nH]n(-c2ccc([N+](=O)[O-])cc2)c1=O do in these assays?
TEAD-YAP block: 9; FBW7 activator: -0.1; MITF primary: 0; GPR151 ag: 6.3*

Results for CN(C)c1ccc(/C=N/NC(=O)CNc2cccc3ccccc23)cc1 ?
TEAD-YAP block: 4; FBW7 activator: 0.6; MITF primary: 2; GPR151 ag: 1.4

Results for COC(=O)c1c(NC(=O)c2cccc(C(F)(F)F)c2)sc2c1CCCCC2 ?
TEAD-YAP block: 8; FBW7 activator: 0.3; MITF primary: -7; GPR151 ag: -0.2

Results for Nc1ncnc(Nc2ccccc2)c1[N+](=O)[O-] ?
TEAD-YAP block: 0; FBW7 activator: -0.1; MITF primary: 16; GPR151 ag: -0.7

Results for COc1ccc(C(C)C)cc1-c1cnn2c(N3CCC(O)CC3)ccnc12 ?
TEAD-YAP block: -20; FBW7 activator: -0.3; MITF primary: 3; GPR151 ag: -0.2

What do the screens show for `NC(=O)C1CCN(S(=O)(=O)c2cc3c4c(c2)CC(=O)N4CCC3)CC1`?
TEAD-YAP block: -1; FBW7 activator: 0.0; MITF primary: 2; GPR151 ag: 1.1

Results for CC1C=CCC2C(=O)N(c3ccc(Br)cc3)C(=O)C12 (centres undefined) ?
TEAD-YAP block: 13; FBW7 activator: -0.1; MITF primary: 11; GPR151 ag: 2.9

Results for CCSc1nnc(Cn2c(=O)sc3ccccc32)n1-c1ccccc1 ?
TEAD-YAP block: 4; FBW7 activator: -0.5; MITF primary: -3; GPR151 ag: 0.5

How did Cn1c(SCc2ccccc2)nc(O)cc1=O do in these assays?
TEAD-YAP block: 9; FBW7 activator: 0.5; MITF primary: 17; GPR151 ag: -1.7

What do the screens show for `COCC(C)n1c(C)cc(C(=O)CSc2nnc(-c3cccs3)n2N)c1C` (centres undefined)?
TEAD-YAP block: -5; FBW7 activator: -0.1; MITF primary: -8; GPR151 ag: 1.1

How did O=C(CCN1CCN(c2ccc(F)cc2)CC1)Nc1ccccc1F do in these assays?
TEAD-YAP block: -2; FBW7 activator: -0.1; MITF primary: 5; GPR151 ag: -0.2

Results for Cc1ccc(N2C(=O)CC(Sc3nc4ccccc4s3)C2=O)cc1 (centres undefined) ?
TEAD-YAP block: -2; FBW7 activator: -0.1; MITF primary: 9; GPR151 ag: 0.2

What do the screens show for `Cc1c(C(=O)O)cnc2c([N+](=O)[O-])cnn12`?
TEAD-YAP block: 6; FBW7 activator: 0.2; MITF primary: 16; GPR151 ag: -4.0

Results for c1ccc(CN2CCC(Nc3nc(N4CCN(Cc5ccc6c(c5)OCO6)CC4)nc4c3ncn4C3CCCCC3)CC2)cc1 ?
TEAD-YAP block: -10; FBW7 activator: -0.4; MITF primary: 19; GPR151 ag: -0.3

How did Cc1cc2c(cc3c(=O)n(CC(=O)N(Cc4ccncc4)C4CC4)nc(C)n32)s1 do in these assays?
TEAD-YAP block: -26; FBW7 activator: 0.5; MITF primary: 0; GPR151 ag: -1.1

Results for Cc1cc(NC(=O)c2ccc3c(c2)OCCO3)on1 ?
TEAD-YAP block: 38*; FBW7 activator: -0.2; MITF primary: -5; GPR151 ag: -3.7

Results for COCCN1C(=O)CC(CC(=O)N(C)CCCN2CCOCC2)(c2ccccc2F)C1=O (centres undefined) ?
TEAD-YAP block: -6; FBW7 activator: -0.1; MITF primary: 8; GPR151 ag: 0.6

How did O=C(CSc1nnnn1-c1ccc(F)cc1F)Nc1ccc2c(c1)OCCO2 do in these assays?
TEAD-YAP block: 38*; FBW7 activator: -0.1; MITF primary: 3; GPR151 ag: -1.2

How did CCN1C(=O)c2ccc(C(=O)Nc3ccc4c(c3)OCO4)cc2C1=O do in these assays?
TEAD-YAP block: 2; FBW7 activator: 0.5; MITF primary: 12; GPR151 ag: 0.8

How did Cc1ccc(Cl)cc1NC(=O)CN(C)S(=O)(=O)c1cccs1 do in these assays?
TEAD-YAP block: -11; FBW7 activator: 0.0; MITF primary: -21; GPR151 ag: 0.0

What do the screens show for `Cc1ccc2oc(-c3cc(NC(=O)c4ccccc4F)ccc3O)nc2c1`?
TEAD-YAP block: -18; FBW7 activator: 0.1; MITF primary: 15; GPR151 ag: -0.9

What do the screens show for `COc1cccc(C2=CC(c3ccc(OC(F)F)cc3)n3ncnc3N2)c1` (centres undefined)?
TEAD-YAP block: -52; FBW7 activator: 0.6; MITF primary: 3; GPR151 ag: -0.7

Results for Cc1cccc(N2C(=O)C3C4C=CC(O4)C3C2=O)c1C (centres undefined) ?
TEAD-YAP block: 6; FBW7 activator: -0.5; MITF primary: 51*; GPR151 ag: 0.2

How did CCOC(=O)C1=CN(C)C=C(C(=O)OCC)C1c1ccc(C(F)(F)F)cc1 do in these assays?
TEAD-YAP block: -1; FBW7 activator: 0.7; MITF primary: -19; GPR151 ag: 0.7

How did C=CCc1ccccc1OCC(O)CNC(=O)c1ccccc1C(=O)O (centres undefined) do in these assays?
TEAD-YAP block: 6; FBW7 activator: -0.2; MITF primary: -2; GPR151 ag: 1.1

Results for Nc1cc(C(=O)OCC(=O)NC2CCCCCC2)ccc1Cl ?
TEAD-YAP block: 4; FBW7 activator: 0.5; MITF primary: 13; GPR151 ag: -1.2

Results for O=C1C2C3C=CC(C3)C2C(=O)N1c1ccc([N+](=O)[O-])cc1Br (centres undefined) ?
TEAD-YAP block: -8; FBW7 activator: -0.2; MITF primary: -12; GPR151 ag: -1.1

How did COc1cc2nc(NC(=O)C3=COCCO3)sc2cc1OC do in these assays?
TEAD-YAP block: -26; FBW7 activator: 0.7; MITF primary: 8; GPR151 ag: -6.4

Results for CCCNc1nc(Nc2cccnc2)nc2c1ncn2-c1ccccc1 ?
TEAD-YAP block: 27; FBW7 activator: 0.3; MITF primary: 14; GPR151 ag: -0.8

Part of the list above in order of count of non-hydrogen atoms, largest number first.
Results for c1ccc(CN2CCC(Nc3nc(N4CCN(Cc5ccc6c(c5)OCO6)CC4)nc4c3ncn4C3CCCCC3)CC2)cc1 ?
TEAD-YAP block: -10; FBW7 activator: -0.4; MITF primary: 19; GPR151 ag: -0.3

How did O=C(CSc1nnnn1-c1ccc(F)cc1F)Nc1ccc2c(c1)OCCO2 do in these assays?
TEAD-YAP block: 38*; FBW7 activator: -0.1; MITF primary: 3; GPR151 ag: -1.2

How did C=CCc1ccccc1OCC(O)CNC(=O)c1ccccc1C(=O)O (centres undefined) do in these assays?
TEAD-YAP block: 6; FBW7 activator: -0.2; MITF primary: -2; GPR151 ag: 1.1

Results for Cc1ccc(N2C(=O)CC(Sc3nc4ccccc4s3)C2=O)cc1 (centres undefined) ?
TEAD-YAP block: -2; FBW7 activator: -0.1; MITF primary: 9; GPR151 ag: 0.2

Results for Nc1cc(C(=O)OCC(=O)NC2CCCCCC2)ccc1Cl ?
TEAD-YAP block: 4; FBW7 activator: 0.5; MITF primary: 13; GPR151 ag: -1.2

Results for Cc1cccc(N2C(=O)C3C4C=CC(O4)C3C2=O)c1C (centres undefined) ?
TEAD-YAP block: 6; FBW7 activator: -0.5; MITF primary: 51*; GPR151 ag: 0.2

Assay outcomes deposited in PubChem by The Scripps Research Institute Molecular Screening Center.
